Screens: PubChem, several laboratories
ASAP1 inh: ASAP1 ArfGAP inhibition; actives 0.19% (n = 360,000); ASAP1-stimulated ARF1 GTP hydrolysis, GDP FP detection; AID 624377; inhibition, % at 16.5 µM; in the data active means inhibition above about 25%;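 further: 0% = vehicle with enzyme and substrate and 100% = no enzyme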
Target sequence (Q9ULH1 325-724 limits assumed): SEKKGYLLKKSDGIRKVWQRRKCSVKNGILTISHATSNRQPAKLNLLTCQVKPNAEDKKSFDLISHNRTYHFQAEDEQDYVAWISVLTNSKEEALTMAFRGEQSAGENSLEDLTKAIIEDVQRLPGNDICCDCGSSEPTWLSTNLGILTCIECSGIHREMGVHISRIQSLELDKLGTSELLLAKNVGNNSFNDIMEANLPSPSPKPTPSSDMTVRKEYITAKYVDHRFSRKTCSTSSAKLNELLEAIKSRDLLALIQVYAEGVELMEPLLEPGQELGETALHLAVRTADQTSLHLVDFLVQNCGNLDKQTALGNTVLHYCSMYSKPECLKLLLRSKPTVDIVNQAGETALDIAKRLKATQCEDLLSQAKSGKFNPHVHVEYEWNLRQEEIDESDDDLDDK
PLCg1 inh: blocks human PLC-gamma1 enzyme activity; purified PLC-gamma1, fluorogenic substrate, fluorescence; inhibition, % at 12.2 µM; actives 0.84% (n = 370,000); AID 720700; in the data active means inhibition above about 9.5%
proKLK7 act: proKLK7 (human) activation, primary screen; P49862; purified proKLK7, EDANS-DABCYL substrate fluorescence; 100% is mature enzyme control, 0% vehicle; activation, % at 7 µM; actives 0.9% (n = 370,000); AID 652039;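 active means activation above the mean of all tested compounds plus 3 SD, computed per campaign excluding outliers beyond control limits, cut at about 13% in these data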
UHRF1 MBD2 ctr: blocks human UHRF1 binding to methylated DNA; Q96T88; UHRF1 binding to methylated oligo, TR-FRET; inhibition, % at 4.4 µM; actives 0.75% (n = 370,000); in the data active means inhibition above about 21%;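 further: UHRF1 SRA domain binding a hemimethylated CpG hairpin DNA probe; 0% = median of test compound wells and 100% = reference inhibitor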
ARFGAP1 inhibitor: rat ARFGAP1 inhibition; actives 0.26% (n = 360,000); inhibition, % at 16.5 µM; Arfgap1-stimulated ARF1 GTP hydrolysis, GDP FP detection;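 active means inhibition above a per-plate limit, mean inhibition of low control wells plus 3 SD, cut at about 25% in these data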;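 further: 0% = DMSO wells with enzyme and 100% = wells lacking Arfgap1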
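material = rat Arfgap1 catalytic domain, aa 1-136 | also added = human ARF1(Δ1-17)-GTP substrate | compound dosing = one concentration, 16.5 µM, DMSO 1.26% | times = GTP hydrolysis reaction 2 h at 25 °C | measured by = FP, GDP Alexa 633 tracer displaced from anti-GDP antibody, 620/688 nm | evaluation = percent inhibition of Arfgap1-stimulated GTP hydrolysis | replication = single well per compound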
DDE Tn6 FP inh: disrupts Tn6 cyclic peptide binding to fibrin D-Dimer-E complex; P02675; Fibrin DD(E) TRITC-Tn6 fluorescence polarization displacement; inhibition, % at 8.3 µM; actives 0.21% (n = 370,000);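 active means inhibition above a per-campaign cutoff: mean of compounds within control limits plus 3 SD, cut at about 15% in these data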;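 further: 0% = median of all compound wells on the plate and 100% = blocking peptide control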
Rev-erbA mod: modulates human Rev-erb alpha binding to DNA; activity, % at 10 µM; actives 0.79% (n = 370,000); Rev-erbα–FITC-DNA binding, fluorescence polarization, 90 min;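 active means activity above about 14%, limit read from the data; passing the limit was not always enough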;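 further: 0% = DMSO wells with 35 nM protein and 100% = DMSO wells with 750 nM protein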
Target sequence (P20393 whole entry, looked up): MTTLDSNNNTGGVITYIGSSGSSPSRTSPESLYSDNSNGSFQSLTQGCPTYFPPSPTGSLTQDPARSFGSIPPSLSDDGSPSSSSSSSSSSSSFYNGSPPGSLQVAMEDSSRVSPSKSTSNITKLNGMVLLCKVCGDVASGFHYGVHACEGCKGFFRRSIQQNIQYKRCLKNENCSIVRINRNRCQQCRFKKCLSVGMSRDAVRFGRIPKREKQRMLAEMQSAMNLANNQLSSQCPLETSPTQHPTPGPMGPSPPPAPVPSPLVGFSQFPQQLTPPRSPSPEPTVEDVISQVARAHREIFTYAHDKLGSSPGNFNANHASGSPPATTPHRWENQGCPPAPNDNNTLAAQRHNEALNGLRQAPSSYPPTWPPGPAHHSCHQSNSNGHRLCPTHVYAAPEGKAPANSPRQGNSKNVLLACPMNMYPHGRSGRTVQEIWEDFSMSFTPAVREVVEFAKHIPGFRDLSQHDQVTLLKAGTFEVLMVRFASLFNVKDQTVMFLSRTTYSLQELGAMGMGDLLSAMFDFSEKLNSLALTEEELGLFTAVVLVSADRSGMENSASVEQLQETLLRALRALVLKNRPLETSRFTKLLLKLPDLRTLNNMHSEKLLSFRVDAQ
Tn7 DDE FP: DD(E)-Tn7 binding inhibition, primary FP screen; P02675; FP displacement of FITC-Tn7 peptide from fibrin DD(E); 0% = median of compound wells per plate; inhibition, % at 8.3 µM; actives 0.13% (n = 370,000);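 active means inhibition above the mean of compounds falling within the control limits plus 3 SD of them, cut at about 14% in these data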;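 further: 0% = plate median of compound wells and 100% = 10 µM Aha-Tn7 peptide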
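system = human fibrin DD(E) protein | quantity = DD(E) 2 µM final | medium = Tris/NaCl/CaCl2 buffer, pH 7.8 | also added = labelled Tn7 tracer, 0.1 µM | compound dosing = single point at 8.3 µM | timing = compound with protein 10 min, then 3 h after probe, room temperature | signal = FP measurement | benchmarks = Aha-Tn7 high control | repeats = one replicate per compound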
PLC-beta3 inh: inhibitors of human phospholipase C beta3; Q01970; Purified PLC-beta3, fluorogenic substrate, fluorescence; inhibition, % at 12.2 µM; actives 0.18% (n = 370,000); AID 720704; in the data active means inhibition above about 11%;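 further: 0% = median of compound wells on plate and 100% = full blocker control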
sPLA2-III inh: Inhibits HGIII-sPLA2 liposome hydrolysis, primary screen. Q9NZ20. QFRET BODIPY PC-A2 liposome hydrolysis, fluorescence. inhibition, % at 12.2 µM. actives 0.56% (n = 370,000). AID 743126;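 active means inhibition above mean plus 3 SD of compounds lying within the high and low control bounds, cut at about 19% in these data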;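 further: 0% = median of test compound wells and 100% = no enzyme DMSO wells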
An asterisk follows results filed as active; i = inactive; x = no result given.

ASAP1 inh	PLCg1 inh	proKLK7 act	UHRF1 MBD2 ctr	ARFGAP1 inhibitor	DDE Tn6 FP inh	Rev-erbA mod	Tn7 DDE FP	PLC-beta3 inh	sPLA2-III inh	Molecule
-7	5	0.0	-5	-15	4	-5	3	-6	2	CCCCn1c(N)c(N(Cc2ccccc2)C(=O)COc2ccccc2F)c(=O)[nH]c1=O
5	1	0.4	1	8	1	-1	-9	4	-4	CC(=O)Nc1ccc(NC(=O)CSc2nc3ccccc3c(=O)n2CCCN2CCOCC2)cc1
-3	2	-0.8	-4	2	5	-9	2	-1	3	CCCN1C(=O)COc2ccc(-c3n[nH]c(=O)c4ccccc34)cc21
-22	0	0.8	-1	10	-4	7	-4	1	-3	C[C@@H]1CN([C@@H](C)CO)S(=O)(=O)c2ccc(Br)cc2O[C@H]1CN(C)C(=O)Cc1cccnc1
5	-5	-0.2	1	-3	5	0	5	-12	-15	Cc1noc(C)c1S(=O)(=O)Nc1ccc2c(c1)C(=O)N([C@H](C)CO)C[C@H](C)[C@@H](CN(C)C(=O)Nc1ccc(C(F)(F)F)cc1)O2
-2	2	0.0	-4	2	10	1	10	-7	0	CC(C)N1CN=C(Nc2nc3ccccc3o2)NC1
4	4	0.3	8	4	-2	4	-3	4	-10	Cc1cc(COc2ccccc2OCc2cc(C)no2)on1
-1	-196	6.3	6	11	-3	4	-2	-257	1	Cc1cc(OC(C)C(=O)NCC(O)c2ccccc2)c2c(C)cc(=O)oc2c1 (centres undefined)
-6	2	-0.4	-4	-8	-10	-2	0	-7	0	O=C(CN1C(=O)NC2(CCCC2)C1=O)OCCOc1ccccc1Cl
0	-1	0.2	22*	3	3	-1	2	2	-4	CCCSc1nc2cc(C)c(C)cc2n1CC(C)O (centres undefined)
5	-2	0.5	1	12	1	1	4	-3	3	CC(C)(C)n1nc2c(c1NC(=O)C1CC(=O)N(c3ccc(Cl)cc3)C1)CS(=O)(=O)C2 (centres undefined)
12	6	0.1	4	-2	-7	2	-11	-4	-1	Cc1ccc(S(=O)(=O)N2CCCC(C(=O)NCCc3ccc(S(N)(=O)=O)cc3)C2)cc1 (centres undefined)
15	-1	-0.4	0	13	6	3	3	2	0	COc1ccc(C(=O)N(C)c2c(C)n(C)n(-c3ccccc3)c2=O)cc1OC
-11	-4	-0.9	2	-6	-6	9	1	-7	0	CCCCn1nnnc1C(c1cc2ccccc2o1)N1CCN(CC(=O)NC(C)C)CC1 (centres undefined)
-1	3	0.1	1	-3	-9	2	4	0	-3	O=C(Nc1cc(C(F)(F)F)ccc1N1CCOCC1)c1ccccc1
-6	-2	0.3	-4	-1	-2	-3	4	-2	-2	CSCCC1COC(c2cccs2)=N1 (centres undefined)
-7	-90	-2.3	-2	3	-4	-2	5	-101	4	COc1ccc(OC)c2c(C)cc(NCCN3CCOCC3)nc12
3	-4	0.0	0	3	2	-3	-1	-3	4	COc1cccc(C2CC(c3cccs3)Nc3ncnn32)c1 (centres undefined)
-3	2	-1.4	2	4	2	5	1	-7	9	CCCCOc1ccc(C(=O)NCC(=O)NC2CCCCC2)cc1
14	3	-0.1	-1	-10	-1	-4	-7	-1	-14	OCc1nc2ccccc2n1CC(O)Cn1ccc2ccccc21 (centres undefined)
10	-3	-0.1	-1	-2	0	5	5	0	-3	Cc1ccc2[nH]c(=O)c(CN(C)C(=O)c3cccs3)cc2c1
-11	4	-0.4	3	4	4	-3	-5	0	-2	CN(C)S(=O)(=O)N(CC(=O)NCCSCc1ccccc1)c1ccccc1
4	-1	0.5	-2	0	-1	-2	-7	0	-4	CN(CC(=O)Nc1ccc(F)c(F)c1F)C(=O)/C=C/c1ccc(Cl)cc1
1	1	0.1	9	7	1	-6	0	0	2	CN(C(=O)c1ccccc1OC1CCN(S(C)(=O)=O)CC1)C1CCOC1 (centres undefined)

Overlap with the part before: two compounds, followed by the next part.
ASAP1 inh	PLCg1 inh	proKLK7 act	UHRF1 MBD2 ctr	ARFGAP1 inhibitor	DDE Tn6 FP inh	Rev-erbA mod	Tn7 DDE FP	PLC-beta3 inh	sPLA2-III inh	Molecule
4	-1	0.5	-2	0	-1	-2	-7	0	-4	CN(CC(=O)Nc1ccc(F)c(F)c1F)C(=O)/C=C/c1ccc(Cl)cc1
1	1	0.1	9	7	1	-6	0	0	2	CN(C(=O)c1ccccc1OC1CCN(S(C)(=O)=O)CC1)C1CCOC1 (centres undefined)
1	-3	-0.2	-2	4	2	0	-3	4	-8	CC(OC(=O)CNC(=O)C12CC3CC(CC(C3)C1)C2)C(=O)Nc1ccc(S(N)(=O)=O)cc1 (centres undefined)
8	1	-0.2	2	-2	7	2	0	-13	-13	CCN(C[C@H]1N[C@@](Cc2ccccc2)(C(=O)OC)[C@H]2C(=O)N(Cc3ccccc3)C(=O)[C@@H]12)S(=O)(=O)c1ccc(C(F)(F)F)cc1
-3	0	0.2	-4	-1	4	6	5	2	-7	C[C@@H](C[C@@H](O)[C@H](O)C(C)(C)O)[C@@H]1CC[C@]2(C)C3=CC[C@H]4C(C)(C)C(=O)CC[C@]4(C)[C@H]3CC[C@@]12C
-4	2	0.2	1	5	-7	0	-4	1	-10	COc1ccc(CN2C(=O)N(c3ccc(OC)cc3)C(=O)C2CC(=O)Nc2ccccc2)cc1 (centres undefined)
-5	1	-0.4	1	4	-3	5	-3	-1	2	CN1CCN(C(=O)CCCOc2cc(=O)n(C)c3ccccc23)CC1
-12	8	-0.4	2	-4	3	-3	8	0	15	CC(C)NC(=O)OCc1c(COC(=O)NC(C)C)c([N+](=O)[O-])n2c1CCC2
1	0	0.1	0	-13	-7	3	-1	2	1	COc1ccccc1Nc1nc(Cl)nc(Nc2ccccc2OC)n1
13	4	-0.1	3	-1	3	-8	-3	2	3	Cc1ccccc1-n1nc(C)c2cc(C(=O)N3CCN(S(=O)(=O)c4ccccc4)CC3)sc21
5	2	0.2	-1	13	6	-1	5	-8	-21	COc1cccc(CC(=O)Nc2ccc(N3CCOCC3)c(S(=O)(=O)Nc3ccccc3OC)c2)c1
-6	-2	0.3	2	2	-1	-7	4	-12	9	C=CCn1c(SCC(=O)Nc2cc(C)on2)nnc1-c1ccccc1OC
x	-3	0.1	9	x	0	1	-4	-3	4	CN(C)[C@H]1CCN(c2ccc3c(c2)OCCCN(C2CC2)S3(=O)=O)C1
1	7	-1.2	2	-3	-2	0	2	4	5	CN(C)/C=C1\N=C(c2ccccc2)OC1=O

Part of the list above with just Tn7 DDE FP and PLCg1 inh:
Structure	Tn7 DDE FP	PLCg1 inh
CCCCn1c(N)c(N(Cc2ccccc2)C(=O)COc2ccccc2F)c(=O)[nH]c1=O	3	5
COc1ccccc1Nc1nc(Cl)nc(Nc2ccccc2OC)n1	-1	0
COc1ccc(CN2C(=O)N(c3ccc(OC)cc3)C(=O)C2CC(=O)Nc2ccccc2)cc1 (centres undefined)	-4	2
CSCCC1COC(c2cccs2)=N1 (centres undefined)	4	-2
Cc1ccc2[nH]c(=O)c(CN(C)C(=O)c3cccs3)cc2c1	5	-3

Next entries follow.
ASAP1 inh	PLCg1 inh	proKLK7 act	UHRF1 MBD2 ctr	ARFGAP1 inhibitor	DDE Tn6 FP inh	Rev-erbA mod	Tn7 DDE FP	PLC-beta3 inh	sPLA2-III inh	Molecule
6	1	-0.1	0	18	1	-3	-1	-7	-6	Cc1ccccc1CN1C(=O)c2ccccc2S(=O)c2ccc(C(=O)NCCCN3CCOCC3)cc21 (centres undefined)
-1	0	0.6	-3	0	5	1	1	4	4	C[C@@H]1CN([C@@H](C)CO)C(=O)c2cc(C#CC(C)(C)O)cnc2O[C@@H]1CN(C)C(=O)c1ccccc1F
-4	-1	-0.7	2	-5	8	2	2	-2	5	Cc1ccc(/C=C/C(=O)N2CCC(Cc3ccccc3)CC2)cc1
8	-2	0.2	1	-3	0	4	4	-8	4	COc1cc(OC)cc(C(=O)Nc2ccc(N(C)C)c3ccccc23)c1
7	i	13*	20	6	-5	-6	0	i	2	COc1ccc(-c2[nH]nc3oc(=O)cc(C)c23)cc1
4	2	-0.3	10	-5	2	2	-2	-7	5	CC(=O)c1ccc(S(=O)(=O)N(C)CC(=O)Nc2ccc(C)cc2)cc1
-6	-7	-0.4	0	-16	0	-1	2	-12	-5	CCCn1c2ccccc2c2cc(C(=O)O)ccc21
11	0	0.1	4	4	1	4	1	-8	-24	O=C1Cc2cc(S(=O)(=O)Nc3ccccc3Cl)cc3c2N1CCC3
-12	3	0.3	-2	-2	-2	3	6	-11	-6	CCC(Oc1ccccc1)C(=O)Nc1ccc(C)c(S(=O)(=O)N2CCOCC2)c1 (centres undefined)
-4	2	-0.5	2	-2	-3	-3	2	-3	4	Cc1ccc(Nc2nc(Cl)nc(NC3CCCCC3)n2)cc1
9	0	0.2	-1	4	-5	-2	4	3	-3	Cc1[nH]n(-c2ccccc2)c(=O)c1CCOC(=O)c1ccc(C(F)(F)F)cc1
12	-8	0.1	0	-2	0	11	1	-6	5	O=c1[nH]c2ccccc2cc1-c1nnn(-c2ccc(F)cc2)n1
0	-5	0.2	2	0	-1	4	-5	-7	1	CC1=CC(=C2C(=O)c3ccccc3C2=O)C=C(C)N1Cc1ccco1
-1	1	0.4	-2	2	6	3	1	-2	3	CCC1CCCCN1C(=O)CCNC(=O)Cn1cnc2ccccc2c1=O (centres undefined)
-13	5	0.2	2	13	2	5	-5	-3	8	CN(C)CCNC(=O)C1(O)c2cc(Br)ccc2NC(=O)N1c1ccc(Cl)cc1 (centres undefined)
12	1	0.3	-1	1	5	3	7	-3	-4	Cc1cc(NC(=O)c2ccc([N+](=O)[O-])cc2)no1
-2	3	0.7	2	-4	-1	-3	-5	-3	-7	O=C(NCCN1CCN(c2ccccc2)CC1)Nc1ccccc1Cl
-6	-10	-0.2	-1	6	8	6	-8	-18	-3	O=C(Nc1c[nH]c2c(Cl)cccc2c1=O)N1CCN(c2ccccn2)CC1
x	7	-0.2	-2	x	6	3	5	4	3	Cc1ccccc1CN1CCCCC(NC(=O)C2CCC2)C1=O (centres undefined)
4	-2	-0.3	4	-2	11	4	4	1	3	COc1cc(CNC(C)C)c(Br)cc1OC1CCCC1
10	3	-0.1	2	6	3	1	-1	-7	0	Cc1ccc(Sc2c([N+](=O)[O-])c(C)nn2C)cc1
4	2	0.4	0	-10	-1	4	1	-3	4	Cc1ccccc1NC(=O)c1cccc2c1C(=O)N(C1CCCCC1)C2
-1	6	0.4	4	8	-1	-1	-7	9	9	O=C(O)Cc1csc2ccccc12
1	-3	-0.1	1	0	-1	10	2	-4	9	CCOc1cc2ccccc2cc1C(=O)Nc1ccccn1
1	-4	0.2	-1	0	-13	4	-8	-8	12	C=CS(=O)(=O)N(C(=C)C(=O)OC)S(C)(=O)=O
-2	-3	-0.1	1	2	0	19	-4	-3	8	CCn1c(=NC(=O)c2cccc(N3C(=O)CCC3=O)c2)sc2c(OC)ccc(OC)c21
-11	-2	0.9	0	-7	-2	-8	-6	0	-10	O=C(C[C@@H]1C[C@@H]2c3cc(NS(=O)(=O)c4ccc(F)cc4)ccc3O[C@@H]2[C@@H](CO)O1)NC1CCCCC1
